Source: PubChem BioAssay
P. falciparum M1AAP – P. falciparum M1AAP inhibitors, biochemical, fluorogenic H-Leu-NHMec substrate, 1536-well (AID 1445); Aminopeptidase N (Plasmodium falciparum (isolate 3D7)); recombinant M1AAP, H-Leu-NHMec fluorogenic kinetic assay; higher % means a stronger effect; inhibition, % at 30 µM, or IC50 in µM where a hit was titrated; hit rate 0.42% among 220,000;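 active means primary inhibition above the hit cutoff, then over 50% inhibition at one or more dose response concentrations, cut at about 23% in these data, passing the limit was not always enough; inconclusive means conflicting primary data, or primary hits not chosen for dose response; inactive means low primary inhibition, or under 50% at every dose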;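 further: plate controls were DMSO full reaction for no effect and no enzyme background for full effect; strong numbers were not always called active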
M17LAP inhibition – P. falciparum M17LAP inhibitors, primary screen, biochemical, fluorogenic H-Leu-NHMec substrate, 1536-well (AID 1619); Leucine aminopeptidase (Plasmodium falciparum (isolate 3D7)); recombinant M17LAP, H-Leu-NHMec fluorogenic kinetic assay; higher % means a stronger effect; one-dose inhibition, % at 30 µM; IC50 in µM for titrated hits; hit rate 0.38% among 220,000;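 active means compound inhibiting the enzyme by more than half at any dose during confirmatory dose-response retesting; inconclusive means strong single-dose inhibitors picked by rank but not retested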;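 further: plate controls were full reaction with DMSO carrier for no effect and no enzyme background for full effect; strong numbers were not always called active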
CSM14.1 death rescue – rescue of cells from ER stress-induced death, primary screen, 384-well, CSM14.1, thapsigargin, ATP luminescence (AID 1222); CSM14.1 thapsigargin-induced death rescue, ATP luminescence; higher % means a stronger effect; one-dose cellular ATP content (survival), % at 20 µM; EC50 in µM for titrated hits; 190,000 tested, under 10 active;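 active means EC50 below 50 µM in the dose-response confirmation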;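 further: death triggered by thapsigargin at about 15 µM added after 2 h compound pretreatment; cell ATP read after overnight thapsigargin exposure of roughly 18 to 22 hours; normalized against plate controls of thapsigargin alone and 5% DMSO vehicle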
Hep lipid drop – inhibitors of hepatocyte lipid droplet formation, primary screen, imaging, high-throughput imaging, BODIPY stain | AML12 mouse hepatocytes, oleate lipid droplets | inhibition, % at 6.5 µM | hit rate 0.4% among 240,000;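 active means lipid droplet intensity inhibited by at least 50%, with more than 500 cells counted; inconclusive means wells with under 300 cells, treated as cytotoxic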
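System: AML12 hepatocytes (mouse). Probe or stimulus: oleic acid at 100 µM to induce lipid droplet formation. Times: overnight treatment with compound plus oleate. Detection: Image-based BODIPY and DAPI two-channel analysis. Evaluation: percent inhibition of filter-corrected integrated lipid droplet intensity per well.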
LYP phosphatase – inhibitors of LYP phosphatase, biochemical, fluorescence intensity, uHTS (AID 1779); Tyrosine-protein phosphatase non-receptor type 22 (Homo sapiens); recombinant LYP phosphatase, fluorescence intensity; higher % means a stronger effect; inhibition, % at 11.5 µM, or IC50 in µM where a hit was titrated; hit rate 0.054% among 290,000;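 further: plate controls were vehicle with enzyme for no effect and no enzyme for full effect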
XIAP antagonists – XIAP antagonists, biochemical, IAP family, fluorescence polarization (AID 1018); hit rate 0.007% among 200,000; one-dose displacement, % at 20 µM; IC50 in µM for titrated hits; XIAP BIR domain, fluorescence polarization peptide displacement; higher % means a stronger effect; in the data active means displacement above about 50%; further: a part of the inactive calls stands beside numbers as strong as those of hits
AID2073 – inhibitors of Mint1-CaV2.2 protein interaction, biochemical, HTRF (AID 2073); Voltage-dependent N-type calcium channel subunit alpha-1B (Homo sapiens); HTRF protein-protein interaction, Mint1-CaV2.2; higher % means a stronger effect; one-dose inhibition, % at 20 µM; IC50 in µM for titrated hits; hit rate 0.19% among 290,000; in the data active means inhibition mostly above about 51%, no sharp cut-off; inconclusive means no clear call, values can overlap the other calls; inactive means mostly below about 53%; further: some results filed as inactive read as strong as hits
HEK293 NOD2/NF-kB – NOD2 signaling inhibitors, cell-based, luminescence, uHTS, HEK293 (AID 1566); hit rate 0.63% among 290,000; inhibition, % at 4 µM, or EC50 in µM where a hit was titrated; HEK293 NOD2/NF-kB luciferase reporter, luminescence; higher % means a stronger effect; further: many of its hits are not listed in these tables
Siah-1 displacement – Siah-1 peptide-binding antagonists, primary screen, biochemical, fluorescence polarization, rhodamine-plectin, uHTS (AID 1817); hit rate 0.02% among 290,000; Siah-1 / rhodamine-plectin peptide fluorescence polarization; higher % means a stronger effect; displacement, % at 20 µM, or IC50 in µM where a hit was titrated; E3 ubiquitin-protein ligase SIAH1 (Homo sapiens);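 active means displacement of at least 50% at 20 µM, with a fluorescence ratio check between 0.3 and a set limit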;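 further: plate controls were Siah plus tracer with DMSO for no effect and tracer alone without Siah for full effect; strong numbers were not always called active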
Hep lipid drop cells 6.5 µM – recorded beside Hep lipid drop, whose call it bears; cell count; measured here: cell count, cytotoxicity flag;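 cells counted across two imaged fields per well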
* hit, by the source's call; ? = inconclusive; nt = not tested or not shown. Unless noted, no stated cut-off is given here; in the data, active means inhibition above about 50%; inactive means the rest. Not all compounds are listed; rates above refer to the full screens.

SMILES	P. falciparum M1AAP	M17LAP inhibition	CSM14.1 death rescue	Hep lipid drop	Hep lipid drop cells 6.5 µM	LYP phosphatase	XIAP antagonists	AID2073	HEK293 NOD2/NF-kB	Siah-1 displacement
Cc1cc(NC(=O)CCCS(=O)(=O)c2nc(-c3cccs3)cc(C(F)(F)F)n2)no1	16.0%	-4.9%	2.8%	nt	nt	-6.1%	-8.9%	-22.7%	22.1%	-0.3%
COc1cc(/C=C2/C(=O)c3cccc([N+](=O)[O-])c3C2=O)c(Br)cc1O	5.94µM*	15.7%	-3.7%	-5.2	675	1.7%	-6.3%	46.2%	-115.5%	10.8%
C[C@@H]1CN(Cc2nc(-c3cccs3)no2)C[C@H](C)O1	-6.2%	-13.6%	-1.5%	1.4	621	-6.1%	1.9%	-0.8%	3.5%	0.8%
COc1cccc(/C(O)=C2/C(=O)C(=O)N(CCN3CCOCC3)C2c2cccnc2)c1 (stereo unspecified)	-2.2%	23.6%	-1.4%	nt	nt	-3.1%	-1.9%	-3.3%	12.0%	-0.8%
COc1ccc(-c2n[nH]c(C)c2-c2ccc(Cl)cc2)c(O)c1OC	-4.1%	-7.4%	-3.5%	-4.5	718	-3.4%	-0.8%	43.3%	13.8%	14.4%
Cc1ccc(OCCC(=O)N2CCN(c3ccc(O)cc3)CC2)cc1	2.0%	-0.6%	nt	-49.8	612	-4.1%	nt	-74.0%	-30.7%	-2.9%
Cc1ccccc1C(=O)NC(NC(=S)Nc1ccc(S(N)(=O)=O)cc1)C(Cl)(Cl)Cl (stereo unspecified)	34.5%	-13.1%	8.1%	8.0	600	-0.3%	2.4%	-8.3%	0.3%	7.5%
Cc1ccc(NC(=O)c2sc(Cl)nc2-c2ccccc2)cc1	2.1%	-4.4%	-1.3%	-2.6	733	0.7%	-2.3%	-1.6%	14.4%	-3.0%
C=C(C)C(=O)Nc1cccc(C2=NOC3(C2)C[C@H](C(N)=O)N(C(=O)/C=C/C)C3)c1 (stereo partly specified)	5.2%	-5.5%	nt	nt	nt	8.7%	nt	34.6%	-0.8%	-11.8%
C/C(=N\NC(=O)c1c[nH]c2ccccc12)c1ccc(C)s1	nt	nt	nt	-12.8	823	-5.1%	nt	1.1%	-30.4%	3.7%

Of the compounds above, 2 contain an NH in an aromatic ring.
SMILES	P. falciparum M1AAP	M17LAP inhibition	CSM14.1 death rescue	Hep lipid drop	Hep lipid drop cells 6.5 µM	LYP phosphatase	XIAP antagonists	AID2073	HEK293 NOD2/NF-kB	Siah-1 displacement
COc1ccc(-c2n[nH]c(C)c2-c2ccc(Cl)cc2)c(O)c1OC	-4.1%	-7.4%	-3.5%	-4.5	718	-3.4%	-0.8%	43.3%	13.8%	14.4%
C/C(=N\NC(=O)c1c[nH]c2ccccc12)c1ccc(C)s1	nt	nt	nt	-12.8	823	-5.1%	nt	1.1%	-30.4%	3.7%

Other records follow:
SMILES	P. falciparum M1AAP	M17LAP inhibition	CSM14.1 death rescue	Hep lipid drop	Hep lipid drop cells 6.5 µM	LYP phosphatase	XIAP antagonists	AID2073	HEK293 NOD2/NF-kB	Siah-1 displacement
O=C(Nc1cccnc1)C1COc2ccccc2O1 (stereo unspecified)	-1.4%	6.2%	0.1%	nt	nt	-11.4%	-7.4%	-2.6%	18.9%	3.9%
Cc1cc(N2C(=O)C3C4C=CC(C4)C3C2=O)ccc1Br (stereo unspecified)	1.7%	10.7%	-2.0%	-12.5	532	-3.7%	-3.6%	4.6%	14.5%	7.4%
COc1ccc(CC(=O)Nc2ccc(-c3cn4ccccc4n3)cc2)cc1	1.1%	-8.2%	0.9%	0.8	754	-8.1%	-19.3%	10.7%	-11.1%	-0.7%
CC1(C)CC2(CC(c3ccccc3)Oc3cc(O)ccc32)NC(=S)N1 (stereo unspecified)	6.7%	5.7%	-1.2%	-0.7	671	0.4%	-5.5%	-12.7%	1.4%	-2.6%
CCOC(=O)Cc1csc(NC(=O)NC2(C(F)(F)F)Oc3ccc(Cl)cc3O2)n1 (stereo unspecified)	2.2%	52.5%	-0.1%	12.6	785	-4.8%	-1.9%	-10.1%	8.7%	-2.2%
COc1ccc(NC(=O)COC(=O)CCNS(=O)(=O)c2ccc(Cl)cc2)cc1	nt	nt	nt	0.9	688	-7.5%	nt	1.7%	12.6%	14.1%
CN(C)/C=C/C(=O)c1ccc(S(=O)c2ccccc2)cc1 (stereo unspecified)	9.2%	25.2%	-5.0%	2.3	704	-3.9%	-5.0%	-2.8%	-9.8%	-0.9%
Cc1cccc(NC(=O)N2C3CCCC2CC(NC(=O)C(C)(C)C)C3)c1 (stereo unspecified)	nt	nt	nt	-3.4	845	-7.2%	nt	13.6%	2.8%	-2.6%
COC(=O)C1OC2(OC1C(=O)OC)c1ccccc1-c1ccccc12 (stereo unspecified)	-0.4%	3.8%	-1.8%	nt	nt	-6.0%	-4.1%	6.0%	-0.6%	0.0%
Nc1cc(=O)[nH]c(SC/C=C/c2ccccc2)n1	6.8%	-6.1%	-1.2%	nt	nt	-1.7%	-2.1%	2.1%	-2.8%	1.0%
COc1ccc(CNc2oc(Cc3cccc4ccccc34)nc2C#N)cc1	3.8%	15.9%	0.5%	nt	nt	-10.4%	-4.1%	3.7%	-10.2%	2.3%
COC(=O)COc1cccc2c(=O)n(CC(=O)N3CCCc4ccccc43)ccc12	3.2%	22.1%	-1.8%	5.3	688	-4.4%	-12.5%	-1.4%	-0.1%	-0.6%
O=C(Nc1c(C(=O)Nc2ccc3c(c2)OCCO3)cnn1-c1ccccc1Cl)c1ccco1	14.4%	0.3%	-2.1%	-10.0	735	-6.2%	-5.2%	-4.9%	-36.1%	-1.6%
COC(=O)c1ccc(NC(=S)N2CCN(Cc3ccccc3OC)CC2)cc1	nt	nt	0.0%	8.0	706	-1.2%	-0.2%	-23.6%	6.8%	12.0%
O=C(NC1CC(=O)c2sccc21)c1cccc(C(F)(F)F)c1 (stereo unspecified)	5.5%	2.2%	-1.2%	-4.1	645	2.0%	-7.7%	-1.0%	4.8%	-0.4%
CCOC(=O)N1C2=NC(C(=O)OC)=C(C(=O)OC)[C@@H]3N(C)c4ccccc4[C@]23C[C@H]1C(=O)OC	6.2%	16.6%	nt	nt	nt	-5.1%	nt	-3.5%	7.4%	2.9%
COc1cc2c(cc1NC(=O)COC(=O)Cn1cnc3ccccc31)oc1ccccc12	5.1%	3.8%	-0.9%	4.8	521	6.1%	-24.5%	2.1%	-0.1%	-2.8%
CC(=O)c1cccc(NC(=O)C(OC(=O)c2cccc(S(=O)(=O)N(C)c3ccccc3)c2)c2ccccc2)c1 (stereo unspecified)	0.7%	-3.2%	-2.1%	2.7	570	-3.5%	14.1%	13.5%	0.1%	0.0%
Cc1cc(C)nc(/N=C2\NC(=O)CC(C(=O)O)N2c2ccc(F)c(Cl)c2)n1 (stereo unspecified)	0.4%	3.1%	-0.3%	15.4	667	1.0%	-4.1%	-1.2%	-3.2%	0.4%
CC(=NC1CCCCC1)C1=C(O)c2ccccc2C1=O	nt	nt	-3.0%	nt	nt	8.3%	-0.2%	0.7%	-127.5%	-1.8%
CC(C)c1ccc(/C=N/Nc2ccc(C(=O)O)cc2)cc1	2.9%	?	1.3%	-4.5	734	5.0%	-3.4%	1.2%	24.8%	25.7%
COc1ccc(-c2csc(NC(=O)c3cc(-c4cccs4)nc4ccccc34)n2)c(OC)c1	9.4%	-3.1%	3.3%	5.5	708	15.7%	-3.5%	9.4%	22.0%	5.4%
CC(NC(=O)c1ccc2c(c1)OCO2)C1CCCO1 (stereo unspecified)	3.0%	-10.1%	5.0%	2.8	786	-4.2%	-1.8%	-7.0%	-10.2%	1.9%
COc1ccc(C(=O)NCCc2c[nH]c3ccccc23)cc1	nt	nt	nt	0.5	787	-7.7%	nt	10.0%	-21.0%	3.4%
CCOC(=O)CCCNC(=O)COC(=O)c1cccc(C)c1O	-4.6%	13.0%	-0.1%	nt	nt	-3.4%	-5.9%	7.7%	16.8%	3.8%
O=C(c1ccc(Cl)cc1)N1N=C(c2ccccn2)CC1(O)C(F)(F)F (stereo unspecified)	-7.4%	1.8%	nt	-20.1	707	-0.1%	nt	2.5%	5.6%	-5.3%
CC(C)(C)c1cc(S(=O)(=O)CCc2ccncc2)cc(C(C)(C)C)c1F	nt	nt	nt	5.6	770	-2.8%	nt	14.7%	0.7%	-4.4%
COc1cccc(CN(C)C(=O)c2cc(COc3c(F)cccc3F)on2)c1	-0.5%	0.0%	4.3%	0.0	749	-8.7%	-18.0%	13.0%	-2.0%	-1.5%
COc1ccc(NC(=O)c2ccco2)cc1S(=O)(=O)N1CCOCC1	0.0%	27.8%	-0.4%	4.5	674	3.2%	-0.2%	2.9%	20.3%	2.3%
O=S(=O)(NC1=NCCC1)c1ccc(F)cc1F	4.4%	-1.7%	-1.0%	-23.6	669	-1.3%	-2.2%	-3.8%	5.7%	3.5%
CCOC(=O)/C(=C/c1ccc(OC(=O)c2ccncc2)cc1)C(C)=O	8.5%	28.7%	-0.9%	-0.6	655	-2.1%	-4.5%	14.7%	-0.9%	0.0%
COc1cc(NC(=O)N[C@@H](Cc2c[nH]c3ccccc23)C(=O)O)c(C(=O)O)cc1OC	nt	nt	nt	-10.6	828	-10.6%	nt	13.7%	-2.4%	1.9%
C(=C\c1nc(N2CCCC2)c2ccccc2n1)/c1ccccc1	8.8%	6.7%	3.4%	0.6	670	-2.7%	-2.5%	5.4%	3.7%	-2.0%
COc1cc(C2Sc3ccccc3NC3=C2C(=O)OC3)cc(OC)c1OC (stereo unspecified)	0.7%	-6.6%	-1.7%	-0.4	746	-6.2%	-4.6%	12.4%	-0.8%	-2.0%
CC(=O)Nc1ccc(S(=O)(=O)NC(C)C(=O)NC(C)c2ccccc2)cc1 (stereo unspecified)	1.0%	-4.7%	2.0%	0.3	699	-4.2%	-0.5%	28.4%	4.4%	1.1%
Cc1nc(N/N=C/c2cccc(F)c2)cc(N2CCOCC2)n1	nt	nt	nt	46.4	628	-1.7%	nt	9.6%	2.5%	4.4%
C=CCNC(=O)COC(=O)c1ccccc1C(=O)N(C)C1CCCCC1	-1.6%	-6.4%	-0.4%	-5.3	734	-2.9%	-10.9%	8.6%	8.2%	-0.6%
